# FUS suppressor – suppressors of FUS proteinopathy in yeast | S. cerevisiae FUS-expressing, growth rescue, OD600, 24 h | Potency, µM (doses to about 76.6 µM), without a hit: top-dose growth rescue (activation), most hits filed as activators | hit rate 0.24% among 390,000;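 further: potency means the concentration at half of the fitted maximal effect; plate controls were DMSO vehicle for no effect and reference control for full effect; nearly all actives have a fitted effect of over 55% in size; some results filed as inactive show a strong effect at the top dose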
#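 Compound concentration series was pinned onto galactose-induced FUS-expressing yeast seeded at OD 0.005. Plates sat 24hr at 30C; absorbance at 600 nm gave growth. DMSO served as background control.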
# IL2 activator – activates IL-2 in a cell-based reporter assay. IL-2 activation reporter assay, cell-based qHTS; stimulated with anti-CD3/CD4/CD28 beads; in transgenic mouse T cells. hit rate 0.065% among 360,000. activation, % (series mostly up to about 46 µM); in the data active means activation above about 50%; inconclusive means mostly about 30% to 49%; further: 0% is about no effect
#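 Screening format: compound pinned onto unstimulated transgenic mouse T cells, 60 min incubation, then anti-CD3/anti-CD4/anti-CD28 bead stimulation for 18 hours at 37 degrees C, followed by EGFP and DsRed detection.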
# EPAC1 ag – EPAC1 (human) agonism; O95398; EPAC1 agonist qHTS, biochemical assay; response scale: 100% = response to 6.5 mM cAMP; Potency, µM (titrated, usually from 154 µM), for inactives: at the top dose activation, usual class: activators; hit rate 0.073% among 360,000; further: potency means the concentration at half of the fitted maximal effect; nearly all actives have a fitted effect of over 60% in size
#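 Nucleotide exchange by EPAC1 (100 nM) on Rap1B–BODIPY-GDP (250 nM) in the presence of 50 uM GDP is tracked fluorescently at 480/540 nm over 30 min. Signals are normalized to a 6.5 mM cAMP control.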
# PI5P4Ka inh – inhibitors of human PI5P4K alpha; PI5P4Kalpha enzyme, ADP-Glo luminescence, 60 min; active compounds read low; max response, %; hit rate 1.2% among 330,000; P48426; active means max response of -50% or lower; inconclusive means between -30% and -50%; inactive means -30% or higher; further: value at the top dose of about 77 µM; on the % scale 0 is the no-effect control and ±100 the full control effect
# Target sequence (P48426 whole entry, looked up): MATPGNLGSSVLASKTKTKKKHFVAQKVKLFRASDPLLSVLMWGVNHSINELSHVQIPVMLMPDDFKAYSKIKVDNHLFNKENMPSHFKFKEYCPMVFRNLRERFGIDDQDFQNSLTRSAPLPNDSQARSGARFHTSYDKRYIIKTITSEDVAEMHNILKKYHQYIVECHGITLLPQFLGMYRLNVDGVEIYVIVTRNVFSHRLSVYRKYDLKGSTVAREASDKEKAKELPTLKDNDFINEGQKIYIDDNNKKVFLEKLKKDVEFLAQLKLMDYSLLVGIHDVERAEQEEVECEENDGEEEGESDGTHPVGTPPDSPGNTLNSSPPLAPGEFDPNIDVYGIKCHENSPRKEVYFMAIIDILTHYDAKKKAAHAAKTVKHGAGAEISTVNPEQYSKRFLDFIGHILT
#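 Quantitative HTS of the MLSMR library against PI5P4Kalpha with substrate. ATP added last at 5 microM final; room temperature, 60 minutes. Remaining ATP depleted, ADP converted and read as luminescence.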
# WRN helicase inh – WRN helicase (human) inhibition; hit rate 0.46% among 360,000; Q14191; Potency, µM (series often up to 114 µM), inactives show at the highest dose activity change, negative = inhibition, hits mostly inhibitors; WRN helicase unwinding, fluorescent forked duplex, kinetic; further: potency means the concentration at half of the fitted maximal effect; on the % scale 0 is the no-effect control and ±100 the full control effect; nearly all actives have a fitted effect of over 55% in size
#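 WRN at 20 nM final was preincubated with compound for 15 min at room temperature; reaction started with 100 nM forked duplex oligonucleotide carrying fluorophore and quencher plus 2 mM ATP (final). Unwinding followed kinetically by red fluorescence (ex 525/em 598 nm).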
# PLK1 PBD block – PLK1 (human) polo-box domain binding inhibition; hit rate 2.8% among 360,000; Potency, µM, without a hit: max response, negative = inhibition, usual class: inhibitors; Plk1 PBD binding of FITC phosphopeptide, fluorescence polarization; P53350; further: potency means the concentration at half of the fitted maximal effect; series mostly up to about 57 µM; on the % scale 0 is the no-effect control and ±100 the full control effect; nearly all actives have a fitted effect of over 65% in size
# Target sequence (P53350 whole entry, looked up, the tested form may be a part): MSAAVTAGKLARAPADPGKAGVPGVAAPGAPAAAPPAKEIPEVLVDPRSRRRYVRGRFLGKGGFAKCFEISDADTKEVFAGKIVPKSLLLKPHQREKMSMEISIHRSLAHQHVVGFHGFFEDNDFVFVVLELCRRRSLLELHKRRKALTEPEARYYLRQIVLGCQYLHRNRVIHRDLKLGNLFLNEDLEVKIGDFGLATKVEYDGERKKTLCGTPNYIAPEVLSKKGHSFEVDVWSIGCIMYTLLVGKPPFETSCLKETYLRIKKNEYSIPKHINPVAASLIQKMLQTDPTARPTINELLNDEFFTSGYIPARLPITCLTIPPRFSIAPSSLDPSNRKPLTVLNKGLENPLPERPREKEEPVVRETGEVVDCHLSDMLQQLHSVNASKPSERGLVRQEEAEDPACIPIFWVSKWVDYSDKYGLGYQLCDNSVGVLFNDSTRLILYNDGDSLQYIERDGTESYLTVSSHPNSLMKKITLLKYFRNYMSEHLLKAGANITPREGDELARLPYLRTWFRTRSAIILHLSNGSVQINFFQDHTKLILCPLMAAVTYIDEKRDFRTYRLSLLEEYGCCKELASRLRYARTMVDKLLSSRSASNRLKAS
# EPAC1 antag – EPAC1 (human) antagonism; EPAC1 GEF assay, Rap1b-BODIPY-GDP exchange fluorescence; Potency, µM (doses to about 115 µM), for the others: at the highest dose activity change, negative = inhibition, usual class: inhibitors; hit rate 0.14% among 360,000; AID 720709; O95398;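 further: potency means the concentration at half of the fitted maximal effect; plate controls were vehicle for no effect and positive control for full effect; nearly all actives have a fitted effect of over 50% in size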
# Abeta rescue – compounds reversing amyloid beta toxicity in yeast | yeast expressing A-beta42, growth rescue, OD600, 48 h; response scale: 0% DMSO, 100% iron-clioquinol control | AID 1347071 | hit rate 0.063% among 410,000 | Potency, µM (highest dose often 46.1 µM), for inactives: top-dose growth rescue, most hits filed as activators; further: potency means the concentration at half of the fitted maximal effect; nearly all actives have a fitted effect of over 55% in size
#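 Yeast A-beta toxicity model in growth medium with pinned compounds, 48 h at 30 C; growth read as absorbance at 600 nm. Normalized to FeCl3/clioquinol equimolar mix (positive) and DMSO (negative).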
# Active calls of the source: *; u = inconclusive; x = no result given; & = joins results of further samples; [ ] = remark or other dose. Unless noted, the call rests on the fitted dose curve; in most records, active means well fitted curve in the direction sought with a large enough effect; inconclusive means small, poorly fitted or top-dose-only effect, or another doubt; inactive means no such curve, though single readings can be large; an effect the other way counts as inactive or inconclusive.
# Start of the listing, in advance, three compounds:
SMILES,FUS suppressor,IL2 activator,EPAC1 ag,PI5P4Ka inh,WRN helicase inh,PLK1 PBD block,EPAC1 antag,Abeta rescue
Clc1ccc(C=NNc2ccccn2)c(Cl)c1,x,-5.6,-1%,0,3%,1%,8%,8%
O=S(=O)(Cc1ccc(Cl)cc1)NCc1cccnc1,-23%,0.0,3%,0,7%,3%,2%,-14%
Cc1ccc(NC(=O)C2=CC=CN3CCS(=O)(=O)N=C23)cc1,-15%,0.5,4%,-1,3%,4%,10%,6%

# All compounds of this part, from the first entry:
SMILES,FUS suppressor,IL2 activator,EPAC1 ag,PI5P4Ka inh,WRN helicase inh,PLK1 PBD block,EPAC1 antag,Abeta rescue
Clc1ccc(C=NNc2ccccn2)c(Cl)c1,x,-5.6,-1%,0,3%,1%,8%,8%
O=S(=O)(Cc1ccc(Cl)cc1)NCc1cccnc1,-23%,0.0,3%,0,7%,3%,2%,-14%
Cc1ccc(NC(=O)C2=CC=CN3CCS(=O)(=O)N=C23)cc1,-15%,0.5,4%,-1,3%,4%,10%,6%
O=C(O)CCC(=O)Nc1cccc(-c2nc3ccccc3o2)c1,12%,-0.7,1%,5,-14%,-7%,5%,-2%
O=C(CN(C(=O)c1ccccc1)N1C(=O)CCC1=O)c1cccs1,x,-0.6,3%,-2,-8%,1%,-1%,5%
CN(C(=O)CSc1nnc(-c2cccnc2)o1)C1CCCCC1,15%,-0.1,-8%,-8,8%,5%,4%,2%
Clc1ccc2nc3c4ccccc4cnn3c2c1,17%,-1.1,-1%,0,-5%,-20%,-11%,-9%
CCCCNC(=O)c1cn(CC)c2cc(N3CCN(C)CC3)c(F)cc2c1=O,21%,0.0,1%,2,-1%,3%,10%,-2%
COc1cc(OC)cc(-c2oc(=O)c3cc(OC)c(OC)cc3c2C(F)(F)F)c1,-23%,-0.2,10%,-5,0%,-11%,u,-1%
COc1ccc(/C=C/C(=O)N(C)C2CCCCC2)cc1Br,22%,-0.8,1%,-3,3%,-7%,-16%,-7%
COc1cccc(-c2nc(CS(=O)CC(=O)NCc3ccc(F)cc3)c(C)o2)c1 (stereo unspecified),20%,1.4,7%,2,0%,-18%,-10%,x
COc1ccc(N2CC(C)(C)[C@H](CC(=O)Nc3ccccc3)C2=O)cc1,-27%,0.7,-5%,0,7%,3%,0%,7%
CCC(Sc1ccccc1C(=O)O)C(=O)O (stereo unspecified),-5%,-2.3,-4%,0,-2%,-6%,0%,10%
CCOC(=O)c1cnc2c(C(F)(F)F)cccc2c1NCCCN1CCOCC1,-28%,-0.5,-7%,6,4%,-2%,3%,-15%
COc1ccc(C2CC(c3cccs3)=NN2C(=O)COC(=O)c2cc3ccccc3cc2O)cc1OC (stereo unspecified),x,-1.6,-2%,-1,-10%,1%,-8%,3%

# Brought forward from above: 2 entries, then new ones.
SMILES,FUS suppressor,IL2 activator,EPAC1 ag,PI5P4Ka inh,WRN helicase inh,PLK1 PBD block,EPAC1 antag,Abeta rescue
CCOC(=O)c1cnc2c(C(F)(F)F)cccc2c1NCCCN1CCOCC1,-28%,-0.5,-7%,6,4%,-2%,3%,-15%
COc1ccc(C2CC(c3cccs3)=NN2C(=O)COC(=O)c2cc3ccccc3cc2O)cc1OC (stereo unspecified),x,-1.6,-2%,-1,-10%,1%,-8%,3%
COC(=O)CN1C(=O)S/C(=C/c2cc(C)n(C)c2C)C1=O,33%,-2.1,0%,x,2%,-6%,-4%,27%
COc1ccccc1C(=O)N/N=C(\C)CC(=O)Nc1ccc2c(c1)OCCO2,13%,1.6,-7%,1,-2%,-3%,-6%,-6%
N#Cc1cc(-c2ccccc2)nc(Oc2ccc(Cl)cc2)n1,x,0.4,-4%,16,-6%,0%,4%,9%
CCn1c(SCc2cccc(OC)c2)nc2ccccc2c1=O,13%,-4.4,13%,13,-5%,-7%,3%,-20%
Cc1ccc(C(=O)c2cnc3cc4c(cc3c2S(=O)(=O)c2ccccc2)OCCO4)cc1,32%,-1.4,0%,7,-9%,-2%,1%,2%
O=C(CCC(=O)Nc1cccc([N+](=O)[O-])c1)N/N=C/c1cccs1,8%,-1.5,8%,0,1%,-6%,-8%,12%
COc1ccc(NC(=O)CN(C)C(=O)c2sc3cc(Cl)ccc3c2Cl)cc1,4%,-1.7,-7%,0,0%,0%,8%,-5%
CCOc1ccc(Br)cc1S(=O)(=O)Nc1ccc(C(=O)OCC(=O)N(C)c2ccccc2)cc1,u,-0.6,8%,6,-1%,-3%,13%,1%
CCN1C(=O)[C@H]2[C@@H](c3ccc(Cl)cc3)N3C(=O)CN(CCOC)C(=O)[C@@]3(Cc3ccccc3)[C@H]2C1=O,-5%,0.7,-3%,-5,4%,-12%,6%,-9%
COC(=O)C[C@H]1C=C[C@H](NC(=O)Cc2ccccc2)[C@@H](CO)O1,-1%,-0.7,11%,-3,-1%,-11%,-1%,-4%
COC(=O)c1ccccc1NC(=O)CN(c1ccccc1)S(=O)(=O)N(C)C,27%,-0.1,2%,x,1%,-2%,-1%,6%
CCOC(=O)C1=NOC2(C1)C(=O)Nc1ccc(OC)cc12 (stereo unspecified),-24%,0.2,-25%,-2,7%,2%,20%,-2%
Cc1cccc(C)c1NC1=C(Cl)C(=O)OC1OC(C)C (stereo unspecified),27%,-2.2,-9%,-2,10%,-14%,-30%,5%
Cc1ccccc1NC(=O)Cn1cnc2c(oc3nc4c(cc32)CCCC4)c1=O,u,-2.0,0%,-3,-10%,7%,-17%,3%
O=[N+]([O-])c1cccc(NC(=S)N2CCN(c3ccccn3)CC2)c1,-8%,-0.5,13%,6,2%,-4%,-17%,-9%
CC1(C(=O)Nc2cnc3ccccc3c2)CCN1Cc1ccc2c(c1)OCCO2 (stereo unspecified),-8%,-0.5,3%,2,-3%,2%,2%,-6%
Cc1ccc(C2CC(C(F)F)n3ncc(C(=O)Nc4cnn(Cc5ccccc5C)c4)c3N2)cc1 (stereo unspecified),32%,-0.8,1%,-4,-7%,3%&-8%,-6%,13%
Cc1ccc(N(CCC#N)C(=O)COC(=O)c2cc(C)no2)cc1,-4%,-1.8,5%,-9,1%,-1%,9%,2%
NC(c1ccccc1)c1ccncc1 (stereo unspecified),-3%,-0.2,8%,-1,5%,1%,-22%,-7%
CCOC(=O)CSc1nc2c(c(=O)n1-c1ccc(OCC)cc1)SCC2,-14%,-2.0,-1%,x,1%,1%,10%,15%
CCN(CC)S(=O)(=O)c1ccc(N2C(=O)CC2(/C=C/c2ccccc2)C(=O)NC2CCCC2)cc1 (stereo unspecified),x,0.0,10%,-2,-13%,-2%,14%,1%
O=C(CCCSCCCC(=O)NN=Cc1ccccc1)NN=Cc1ccccc1,17%,0.1,-1%,9,-15%,-5%,-3%,4%
N#CC1=C(N)OC2=C(C(=O)CCC2)C1c1ccc(OC(=O)N2CCOCC2)cc1 (stereo unspecified),-7%,0.4,4%,x,-7%,0%,8%,-38%[inhibitor]
COc1ccc(CCNC(=O)C2CCCN2C(=O)Nc2cccc(C(C)=O)c2)cc1OC (stereo unspecified),5%,-1.1,14%,1,0%,-5%,-11%,15%
C#CC(CC)(CC)NC(=S)Nc1ccc(S(N)(=O)=O)cc1,1%,-0.6,-2%,1,-1%,-13%,-1%,-16%
CCC(=O)N(CCC(c1ccccc1)c1ccco1)Cc1cccs1 (stereo unspecified),36%,-2.9,1%,-17,-3%[57.1 µM],-22%,2%,-9%
Cc1cccc(C2NC(=O)c3ccccc3N2)c1 (stereo unspecified),x,0.1,-4%,0,2%,-4%,5%,7%
O=C(NCCc1csc(-c2ccccc2)n1)c1cccs1,0%,-3.4,-3%,1,-6%,-20%,-9%,-37%[inhibitor]
O=C1CC(c2ccc(F)cc2)Sc2nc(C34CC5CC(CC(C5)C3)C4)nn21 (stereo unspecified),7%,-1.4,-4%,4,-4%,-15%,2%,5%
CC(NC(=O)COc1ncnc2cc([N+](=O)[O-])ccc12)c1ccccc1 (stereo unspecified),13%,5.3,3%,-16,-34%[57.1 µM],-4%,-2%,9%
COc1cc(NC(=S)NCCSc2ccc(C)cc2)cc(OC)c1,x,0.2,10%,11,3%,-13%,-9%,27%
CCOc1ccc(NS(=O)(=O)c2cc3c4c(c2)C(C)C(=O)N4CCC3)cc1 (stereo unspecified),12%,0.1,-17%,13,-8%,-11%,-2%,-12%
COc1ccc(C(c2nnnn2Cc2ccc(F)cc2)N2CCN(c3ccccc3)CC2)cc1 (stereo unspecified),12%,-1.9,0%,1,-24%[57.1 µM],-1%,5%,25%
CCc1cccc(CC)c1NC(=O)COC(=O)c1ccccc1-c1nc2ccccc2s1,20%,0.2,-27%,13,-5%,1%,-7%,13%
CC1=C(C(=O)Nc2ccc(C)cc2C)C(c2cccc([N+](=O)[O-])c2)n2nc(C(=O)OC(C)C)nc2N1 (stereo unspecified),x,-0.2,0%,4,8%,-3%,-8%,-7%
O=C(OCC(=O)N1CCc2ccccc21)[C@@H]1CC(O)CN1S(=O)(=O)c1ccc(Cl)cc1 (stereo partly specified),20%,0.7,-5%,-3,-4%,3%,-21%,2%
O=C(CCc1nc2ccccc2c(=O)[nH]1)Nc1cccc(S(=O)(=O)N2CCCCC2)c1,13%,0.4,u,-3,-9%,-2%,-6%,28%
COc1cccc(CN(C)C(c2ccccc2)c2ccccc2)c1OC,5%,-0.7,12%,2,-10%,-3%,26%,3%
O=c1oc2ccccc2cc1-c1cn2cccnc2n1,-2%,0.7,6%,-1,0%,-4%,7%,-5%
Cn1c(SCC(=O)C(C)(C)C)nnc1-c1cccnc1,-1%,-2.2,6%,1,0%,-3%,2%,5%
CCOc1ccc(CCNC(=O)c2nnn(CC(=O)Nc3ccc(C)cc3)c2N)cc1OCC,3%,-2.9,-17%,-1,-12%,-9%,-9%,6%
CC(=O)N1CCN(C(=O)c2ccc(Cl)c(S(=O)(=O)N3CC(C)OC(C)C3)c2)CC1 (stereo unspecified),9%,-0.8,6%,9,-6%,0%,-6%,1%
CC(C)C(NS(=O)(=O)c1ccccc1)C(=O)OCc1cc([N+](=O)[O-])cc2c1OCOC2 (stereo unspecified),7%,4.0,4%,-3,-25%[57.1 µM],-9%,-4%,14%
CC(C(=O)NCC1CCCCC1)N1CCN(S(=O)(=O)/C=C/c2ccccc2)CC1 (stereo unspecified),x,-4.8,9%,-1,-1%,-9%,-2%,-9%
CCOc1cccc(CN2CCC(CCC(=O)NC3CC3)CC2)c1O,-4%,0.8,1%,-4,15%,1%,12%,-9%
O=C(Cn1nnc(-c2ccc3c(c2)OCO3)n1)Nc1ccccc1C(=O)O,x,-3.3,3%,u,-24%,0%,-1%,-16%

# Source: PubChem
